High-throughput results: PubChem BioAssay, Vanderbilt High Throughput Screening Facility
AMPAR-TARP mod – GluA2-stargazin AMPA receptor complex modulation; O88602+P19491; HEK293 GluA2+stargazin, membrane potential dye (FDSS), glutamate EC50; hits were called plate by plate, in both directions; calls only at 30 µM; actives 3.5% (n = 40,000); AID 1259245;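 active means any of four per-well response measures lying three or more SD from its plate-wide compound average, in either direction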
AMPAR-TARP mod agonism max-min – also measured in AMPAR-TARP mod; calls as there; compound max-min signal; compound-alone response (agonism);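 unitless range of fluorescence divided by baseline over first 100 seconds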
AMPAR-TARP mod glutamate slope – further read-out of AMPAR-TARP mod, marked with its call; glutamate slope, % of max; measured here: glutamate response slope, % max;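 scaled per plate between vehicle wells and maximal 1 mM glutamate control wells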
Numbers without * were called inactive; i = inactive.

no. | Compound | AMPAR-TARP mod | AMPAR-TARP mod agonism max-min | AMPAR-TARP mod glutamate slope
1 | CC(CCc1ccccc1)NC(=O)c1cc2cccnc2n(Cc2ccc(F)cc2)c1=O (stereo unspecified) | i | 0.083 | 47
2 | COc1ccc(N2CCN(CCN)CC2)cc1 | i | 0.062 | 60
3 | COCCCn1c(N)c(C(=O)NCc2ccc(C)cc2)c2nc3ccccc3nc21 | i | 0.17 | 61
4 | c1cc(C2CCNCC2)cs1 | i | 0.026 | 49
5 | COc1ccc2nc(N(CCN3CCOCC3)C(=O)COc3ccccc3)sc2c1 | i | 0.075 | 40
6 | CC(C)CCNC(=O)c1c(N)n(CC2CCCO2)c2nc3ccccc3nc12 (stereo unspecified) | i | 0.16 | 62
7 | CN(C)c1ccc(/C=C2\CC3C4CCC5CCCCC5(C)C4CCC3(C)C2=O)cc1 (stereo unspecified) | i | 0.066 | 22
8 | CN(C)CCNC(=O)c1cc2cccnc2n(Cc2ccc(F)cc2)c1=O | i | 0.068 | 57
9 | FC(F)(F)c1ccc(C2CNCCO2)cc1 (stereo unspecified) | i | 0.043 | 51
10 | Cc1cc2nc(NC(=O)c3ccn(C(C)C)n3)sc2cc1C | i | 0.13 | 69
11 | CN(C)c1ccc(CCN)cc1 | i | 0.037 | 61
12 | CCOCCCNC(=O)c1cc2cccnc2n(Cc2ccc(F)cc2)c1=O | i | 0.044 | 64
13 | Cc1cc(N2CCN(C)CC2)ncn1 | i | 0.055 | 57
14 | Cc1cc(C)n(CCN2CCCN(C(=O)Cc3cn(C)c4ccccc34)CC2)n1 | i | 0.11 | 83
15 | Cc1[nH]c2ccc(F)cc2c1CCN | i | 0.11 | 61

Filtered by structure: the compounds so far with four or more nitrogen atoms.
no. | Compound | AMPAR-TARP mod | AMPAR-TARP mod agonism max-min | AMPAR-TARP mod glutamate slope
3 | COCCCn1c(N)c(C(=O)NCc2ccc(C)cc2)c2nc3ccccc3nc21 | i | 0.17 | 61
6 | CC(C)CCNC(=O)c1c(N)n(CC2CCCO2)c2nc3ccccc3nc12 (stereo unspecified) | i | 0.16 | 62
8 | CN(C)CCNC(=O)c1cc2cccnc2n(Cc2ccc(F)cc2)c1=O | i | 0.068 | 57
10 | Cc1cc2nc(NC(=O)c3ccn(C(C)C)n3)sc2cc1C | i | 0.13 | 69
13 | Cc1cc(N2CCN(C)CC2)ncn1 | i | 0.055 | 57
14 | Cc1cc(C)n(CCN2CCCN(C(=O)Cc3cn(C)c4ccccc34)CC2)n1 | i | 0.11 | 83

Only part of the results is shown (hit frequency here may not be typical).
